M. tuberculosis: growth inhibition of non-replicating M. tuberculosis (AID 488890). 320,000 tested, 0.39% active. Mycobacterium tuberculosis non-replicating, growth inhibition; higher % means a stronger effect. inhibition, % at 25 µM; hits with a dose series show IC50 in µM; in the data active means a potency from the dose series; inconclusive means inhibition mostly from about 82% at the one dose, without a potency; inactive means the rest, 99 in 100 with inhibition below about 76%;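 further: plate controls were DMSO cells for no effect and high antibiotic wells for full effect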
inhibitors of VEEV: inhibitors of VEEV TC-83 cytopathic effect, confirmation, Vero cells (AID 588727). 350,000 tested, 0.13% active. Vero cells, VEEV TC-83 cytopathic effect inhibition; higher % means a stronger effect. inhibition, % at 20 µM, or IC50 in µM where a hit was titrated; in the data active means a potency from the dose series; inconclusive means inhibition mostly from about 14% at the one dose, without a potency; inactive means the rest, 99 in 100 with inhibition below about 12%; further: strong numbers were not always called active
M. tuberculosis HTS: M. tuberculosis growth inhibition, HTS (AID 449762); M. tuberculosis H37Rv growth inhibition, 7H9 media; higher % means a stronger effect; inhibition, % at 25 µM, or IC50 in µM where a hit was titrated; 330,000 tested, 0.59% active; in the data active means a potency from the dose series; inconclusive means inhibition above about 70% without an active follow-up result;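 further: bacterial growth assessed after seven days of incubation; strong numbers were not always called active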
influenza NS1A: H1N1 influenza NS1A inhibitors, functional cell based assay (AID 504329); inhibition, % at 12.5 µM, or IC50 in µM where a hit was titrated; NS1A functional cell-based assay, percent inhibition; higher % means a stronger effect; 340,000 tested, 0.3% active; in the data active means a potency from the dose series; inconclusive means inhibition above about 27% without an active follow-up result; further: strong numbers were not always called active
Salmonella PhoP GFP: Inhibition of PhoP regulon, Salmonella typhi GFP reporter cells, confirmation, 4 h (AID 1850). Salmonella Typhi PhoP-promoter GFP reporter, fluorescence, 4 h; higher % means a stronger effect. one-dose inhibition, % at 50 µM; IC50 in µM for titrated hits. 310,000 tested, 0.33% active; in the data active means a potency from the dose series; inconclusive means inhibition mostly from about 25% at the one dose, without a potency; inactive means the rest, 99 in 100 with inhibition below about 19%;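 further: 0% = induced wells with vehicle and 100% = uninduced wells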
inhibitors of VEEV 10K pilot screen: further read-out of inhibitors of VEEV, marked with its call; inhibition, %; measured here: 10K pilot screen inhibition
* hit, by the source's call; i = inactive; ? = inconclusive; . = no result given.

SMILES	M. tuberculosis	inhibitors of VEEV	M. tuberculosis HTS	influenza NS1A	Salmonella PhoP GFP	others
Cn1c(N)c(C(=O)COC(=O)c2cc(-c3ccco3)nc3ccccc23)c(=O)n(Cc2ccccc2)c1=O	34.2%	.	8.7%	.	15.6%
CN(C(=O)Cc1c[nH]c2ccccc12)C(C(=O)Nc1ccc2c(c1)OCO2)c1ccccc1 (stereo not drawn)	36.0%	2.2%	2.0%	4.5%	-2.4%	inhibitors of VEEV 10K pilot screen=6.3
COc1ccc(Cc2nnc(NC(=O)c3ccccc3[N+](=O)[O-])s2)cc1	0.8%	0.8%	50.4%	-14.6%	-9.4%
CCOCCCNC(=S)N(CCN(C)C)Cc1cc2cc3c(cc2[nH]c1=O)OCCO3	17.2%	0.9%	-0.3%	-5.6%	-2.2%
Cn1cc(CCNCc2cn[nH]c2-c2ccc(-c3ccccc3)cc2)cn1	14.5%	0.7%	7.5%	2.2%	6.1%
N#CCC(=O)Nc1ccc(C(=O)OCc2ccccc2Oc2ccccc2)cc1	16.4%	8.3%	10.9%	11.4%	1.9%
CC(=O)OC(C)(C)/C=C/C(=O)[C@](C)(O)C1[C@H](O)C[C@@]2(C)C3CC=C4C(C[C@H](O)C(=O)C4(C)C)[C@]3(C)C(=O)C[C@]12C (stereo partly drawn)	14.2%	?	3.7%	14.0%	.
O=C(NNc1ccc([N+](=O)[O-])cn1)Nc1ccc(N=Nc2ccccc2)cc1	.	70.1%	.	-0.9%	.
O=C(c1ccccc1)N1CCN(c2ncnc3c(-c4ccccc4)nsc23)CC1	5.9%	1.8%	-0.4%	-2.7%	-0.9%
COc1ccc(C2N=C(c3ccccc3)NC(c3ccccc3)=N2)cc1	7.8%	1.0%	-3.9%	22.4%	-5.9%
CCCCn1c(N)c(N(CCOC)C(=O)c2cc(-c3ccc(F)cc3)nc3ccccc23)c(=O)[nH]c1=O	35.2%	10.4%	9.5%	-7.3%	4.9%
Cc1ccc2c(c1)C(O)(CC(=O)c1cccc(-n3cccc3)c1)C(=O)N2 (stereo not drawn)	4.8%	1.8%	3.7%	-4.7%	-2.3%

The last 5 entries of the part before open the next one:
SMILES	M. tuberculosis	inhibitors of VEEV	M. tuberculosis HTS	influenza NS1A	Salmonella PhoP GFP	others
O=C(NNc1ccc([N+](=O)[O-])cn1)Nc1ccc(N=Nc2ccccc2)cc1	.	70.1%	.	-0.9%	.
O=C(c1ccccc1)N1CCN(c2ncnc3c(-c4ccccc4)nsc23)CC1	5.9%	1.8%	-0.4%	-2.7%	-0.9%
COc1ccc(C2N=C(c3ccccc3)NC(c3ccccc3)=N2)cc1	7.8%	1.0%	-3.9%	22.4%	-5.9%
CCCCn1c(N)c(N(CCOC)C(=O)c2cc(-c3ccc(F)cc3)nc3ccccc23)c(=O)[nH]c1=O	35.2%	10.4%	9.5%	-7.3%	4.9%
Cc1ccc2c(c1)C(O)(CC(=O)c1cccc(-n3cccc3)c1)C(=O)N2 (stereo not drawn)	4.8%	1.8%	3.7%	-4.7%	-2.3%
O=C(O)CSc1nnc(-c2cc3ccccc3o2)n1-c1ccccc1	4.9%	0.7%	-1.4%	-3.9%	10.1%
CCOC(=O)C(=CNc1ccc(Cl)cn1)C(=O)OCC	-12.3%	0.1%	-4.6%	-20.4%	-16.2%
CC(NC1CCCC1)C(=O)Nc1ccccc1-c1ccccc1 (stereo not drawn)	-3.0%	0.9%	3.0%	3.5%	-11.1%
CCc1nc(SCC(=O)Nc2cc(OC)ccc2OC)c2c(C)c(C)sc2n1	3.0%	4.4%	12.3%	-4.1%	9.6%
CCc1nc(NCCN)c(C#N)c2c1CSC(C)(C)C2	7.1%	1.3%	-1.3%	1.0%	7.2%
Cc1ccc(Nc2nc3ccccc3[nH]2)nc1	?	13.2%	?	-6.5%	0.8%
Cc1noc(C)c1C(=O)N1CCOCC1	-13.4%	i	1.7%	-3.5%	9.4%
COC(=O)c1ccccc1NC(=O)CN(C)S(=O)(=O)c1cc(C)ccc1OC	14.6%	2.0%	5.9%	-4.5%	-10.1%
CCOC(=O)c1cc(-c2ccccc2)sc1NC(=O)COC(=O)c1cccc(S(N)(=O)=O)c1	-2.1%	0.1%	10.8%	7.1%	-4.3%
CCOC(=O)CSCc1csc(CC(=O)Nc2ccccc2C)n1	68.4%	5.4%	33.5%	-5.2%	0.5%
CC1CCCC/C1=N\NC(=S)Nc1ccccc1 (stereo not drawn)	12.7%	1.0%	0.5%	6.9%	-5.4%
COc1ccccc1C(=O)N1CCNC(=O)C1CC(=O)Nc1ccc(Cl)cc1 (stereo not drawn)	-5.9%	1.5%	-10.9%	0.0%	5.8%
O=C(COC(=O)c1ccc(-n2cnnn2)cc1)c1ccc(Br)cc1	.	1.2%	.	-4.9%	.
CNc1ccncc1S(=O)(=O)NC	11.8%	0.4%	3.0%	-3.7%	-0.9%
Cc1onc(-c2ccccc2)c1C(=O)c1ccccc1	-5.8%	1.7%	10.2%	-1.1%	4.3%
CCCNC(=O)Nc1cc(OCC)c(N2CCOCC2)cc1OCC	0.4%	4.4%	-3.8%	3.8%	6.3%
COc1ccccc1-c1csc(NC(=O)c2cc(-c3cccs3)nc3ccccc23)n1	18.0%	3.8%	4.4%	-5.1%	4.0%
O=C(OC1C2CCC1C1CN(CCc3ccccc3)CC12)c1ccccc1 (stereo not drawn)	11.0%	1.4%	8.8%	1.1%	-5.3%
COc1ccc(N=Cc2c(C)[nH][nH]c2=O)cc1	6.9%	1.9%	?	-5.2%	-6.3%
CCN1CCN(S(=O)(=O)c2ccc(Cl)c(C(=O)N(CC(C)C)C3CCS(=O)(=O)C3)c2)CC1 (stereo not drawn)	.	0.7%	.	-1.9%	.
O=C(NNC(=O)c1ccc(F)c(S(=O)(=O)N2CCOCC2)c1)c1ccc(Br)cc1	0.5%	5.2%	0.5%	-1.7%	.
CON(C)C(=O)CC(CN(Cc1ccccc1)C(=O)OC(C)(C)C)c1ccc(Cl)cc1 (stereo not drawn)	8.1%	3.1%	-0.3%	-1.4%	.
Cc1c(Cl)cccc1NC(=O)Nc1ccn(C)n1	-1.0%	1.0%	2.9%	2.0%	-2.5%
CC1CCN(C(=O)c2[nH]cnc2C(=O)Nc2ccon2)CC1	9.9%	1.1%	-4.8%	-13.4%	.	inhibitors of VEEV 10K pilot screen=1.4
Cn1cccc1C1CCCN1CC(=O)Nc1ccc(F)c(F)c1F (stereo not drawn)	15.0%	6.6%	-3.4%	1.7%	.
O=C(NC1CCCc2c1cnn2-c1cc(F)cc(F)c1)c1cc[n+]([O-])cc1 (stereo not drawn)	1.8%	1.9%	1.5%	5.2%	-9.4%
COc1ccc(CCNC(=O)Cc2cc(OC)c(OC)cc2[N+](=O)[O-])cc1OC	5.1%	2.6%	-7.4%	-10.1%	8.9%
CCOc1cc(Cl)c(CNCCCN2CCOCC2)cc1OC	-6.2%	1.2%	5.3%	3.9%	-4.4%
Cc1ccc(S(=O)(=O)N2CCN(S(=O)(=O)c3ccc(C)cc3)C2c2ccccc2)cc1	8.9%	i	-22.5%	7.4%	-7.9%
CSc1ccccc1C(=O)NCCSC(C)(C)C	-2.2%	i	1.8%	-0.9%	-3.7%
COc1ccc(NC(=O)Cn2nnc(C(=O)NCc3ccc(C)cc3)c2N)cc1OC	0.4%	2.2%	8.1%	-0.2%	-1.7%
CN1CCC(N(C)C(=O)CNC(=O)c2ccc(C(C)(C)C)cc2)CC1	-21.9%	0.8%	-3.4%	-7.9%	-8.4%
Cc1nn(C(C)C(=O)NCCc2cccs2)c(=O)c2nn(-c3ccccc3)c(C)c12 (stereo not drawn)	7.2%	3.5%	-0.1%	-1.4%	-7.2%
CC1(C)CC(=O)C(C=NCCN2CCN(C(=O)Cc3ccc(Cl)cc3)CC2)=C(O)C1	-44.2%	i	-1.8%	4.4%	-1.2%
O=C(CCc1ccccc1)N1CCN(c2ccccc2F)CC1	76.7%	1.4%	-2.5%	-4.7%	3.5%
CCC1Sc2ccccc2N(CC(=O)NC2CC2)C1=O (stereo not drawn)	4.5%	i	7.1%	-5.4%	-11.2%
CCCCN1C(=O)C(O)(CC(=O)c2ccco2)c2cc(Br)ccc21 (stereo not drawn)	67.1%	10.0%	5.0%	21.0%	-3.6%
Cn1c(-c2ccccc2F)cc2onc(-c3ccccc3)c2c1=O	34.8%	3.2%	4.0%	-0.9%	5.7%
COc1cccc(Nc2cc(C)c3ccccc3n2)c1	31.0%	1.9%	54.0%	-8.2%	-2.7%
CCOC(=O)c1ccccc1NC(=O)COC(=O)C1=COCCO1	-6.3%	7.8%	?	-3.1%	-1.8%
CCOC(=O)c1sc(NC(=O)CCN2CCN(CC)CC2)c(C(=O)OCC)c1C	?	13.1%	5.0%	6.0%	-2.2%
C/C(CC(=O)NCc1ccco1)=N\NC(=O)Cc1ccc(Cl)cc1	-2.6%	3.9%	-0.2%	-2.5%	1.2%	inhibitors of VEEV 10K pilot screen=0.8
COc1ccc(C(CC(=O)O)NS(=O)(=O)c2ccc3c(c2)N(C(C)=O)CC(C)O3)cc1 (stereo not drawn)	12.2%	1.9%	8.0%	3.0%	6.2%
O=C(CCOc1ccccc1)Nc1ccccc1[N+](=O)[O-]	53.0%	0.8%	0.3%	-1.3%	-1.6%
CCOC(=O)C1CCN(S(=O)(=O)c2nc3nc(C)cc(C)n3n2)CC1	-6.7%	0.5%	-7.8%	3.9%	-2.8%
CCn1c(CNC(=O)c2cccs2)nnc1SCC(=O)Nc1cc(Cl)ccc1C	14.0%	i	-7.0%	5.2%	-7.2%
Brc1ccc(/C=N/Nc2ccc3ccccc3n2)cc1	34.7%	0.2%	?	-10.5%	3.1%
CC(=O)c1cccc(OCc2cc(C(=O)N(C)Cc3cnccn3)no2)c1	4.4%	5.3%	0.0%	-8.0%	-8.7%

Retrieved one by one from the list above:
SMILES	M. tuberculosis	inhibitors of VEEV	M. tuberculosis HTS	influenza NS1A	Salmonella PhoP GFP	others
Cn1cc(CCNCc2cn[nH]c2-c2ccc(-c3ccccc3)cc2)cn1	14.5%	0.7%	7.5%	2.2%	6.1%
CCC1Sc2ccccc2N(CC(=O)NC2CC2)C1=O (stereo not drawn)	4.5%	i	7.1%	-5.4%	-11.2%

(further entries)
SMILES	M. tuberculosis	inhibitors of VEEV	M. tuberculosis HTS	influenza NS1A	Salmonella PhoP GFP	others
O=C(Nc1ccc2c(c1)OCCO2)C1CC(c2ccccc2Cl)=NO1 (stereo not drawn)	11.1%	1.1%	3.5%	-4.9%	6.8%
C[N+]1(CC(O)c2ccccc2)CCCCCC1 (stereo not drawn)	26.4%	1.3%	-8.6%	-6.1%	-0.5%
O=C(O)C(Cc1cc(Cl)ccc1Cl)Sc1nc2ccccc2[nH]1 (stereo not drawn)	-12.4%	0.3%	-13.1%	-11.0%	7.8%
CSc1nc2ncnc(N)c2[nH]1	8.9%	0.7%	3.4%	.	3.5%
CCN(CC)C(=O)c1ccccc1NC(=O)CN1C(=O)c2ccccc2C1=O	-7.2%	1.0%	-13.6%	-5.9%	6.8%
C=CCn1c(COc2cc(C)ccc2C(C)C)nnc1SCC(=O)c1c(N)n(C)c(=O)n(C)c1=O	37.1%	1.0%	6.1%	1.7%	-7.1%
CCOc1cc(/C=N/N=C(/N)c2nonc2N)cc(Br)c1OCc1ccc(Cl)cc1	14.4%	0.4%	2.7%	16.9%	-10.6%
COc1ccc(Cc2nnc(Nc3c(C)cccc3C)o2)cc1OC	-14.9%	1.9%	-7.9%	3.5%	-3.7%
COCCNC(=O)C(c1cccs1)N(C(=O)Cn1nnc2ccccc21)c1cccc(C)c1 (stereo not drawn)	9.4%	0.8%	2.6%	3.1%	0.8%
O=C(N/N=C/c1cccs1)c1cccc2cc[nH]c12	?	1.9%	?	5.6%	13.0%
CCCCCC(=O)NNC(=O)Nc1ccccc1	-8.1%	i	-0.1%	-1.8%	-2.5%
CC(NC(=O)CSc1n[nH]c(=O)n1C1CC1)C12CC3CC(CC(C3)C1)C2 (stereo not drawn)	8.9%	1.1%	-3.2%	-1.5%	2.5%
COc1ccc2nc(NNC(=O)COc3ccccc3)sc2c1	1.1%	1.5%	6.9%	-4.4%	4.9%
CCCCn1ccnc1C(=O)c1ccc(S(=O)(=O)N2CCCC2)cc1	14.3%	i	0.6%	3.6%	-13.7%
C=CCNC(=O)Nc1ccc2nc(C)sc2c1	-29.1%	0.4%	-9.3%	-5.6%	-5.2%

Compound activity from PubChem.
